Assay outcomes deposited in PubChem by Sanford-Burnham Center for Chemical Genomics.
UPR XBP1 act: activators of adaptive XBP1 UPR arm, primary screen, cell-based, CHO-XBP1 luciferase reporter, luminescence, uHTS; 0.33% of 330,000 active; IRE1-XBP1 UPR activation; percent of tunicamycin response, DMSO as zero; activation, % at 20 µM; AID 463104, 2010;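 active = versus positive control, 20 µM dose yields 30% or more activation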;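 note: 100% = tunicamycin at 10 µg/mL and 0% = DMSO only wells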
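Assay system: CHO-XBP1 luciferase reporter cells; Schedule: 6 h treatment, 37 °C; Detection: glow luminescence from Steady-Glo reagent; Benchmarks: high control tunicamycin 10 µg/mL final, low control DMSO vehicle only.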
Mdm2 MdmX PPI: inhibitors of human Mdm2-MdmX association, primary screen, cell-based, luminescence, split luciferase, SaOS-2, uHTS. SaOS-2 split-luciferase Mdm2/MdmX complementation. inhibition, % at 8 µM. 3% of 330,000 active. Protein Mdm4 (Homo sapiens) + E3 ubiquitin-protein ligase Mdm2 (Homo sapiens), …. AID 485346, 2010;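 active = inhibition of at least 50% at 8 µM in the primary screen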
Target sequence (O15151 whole entry, looked up): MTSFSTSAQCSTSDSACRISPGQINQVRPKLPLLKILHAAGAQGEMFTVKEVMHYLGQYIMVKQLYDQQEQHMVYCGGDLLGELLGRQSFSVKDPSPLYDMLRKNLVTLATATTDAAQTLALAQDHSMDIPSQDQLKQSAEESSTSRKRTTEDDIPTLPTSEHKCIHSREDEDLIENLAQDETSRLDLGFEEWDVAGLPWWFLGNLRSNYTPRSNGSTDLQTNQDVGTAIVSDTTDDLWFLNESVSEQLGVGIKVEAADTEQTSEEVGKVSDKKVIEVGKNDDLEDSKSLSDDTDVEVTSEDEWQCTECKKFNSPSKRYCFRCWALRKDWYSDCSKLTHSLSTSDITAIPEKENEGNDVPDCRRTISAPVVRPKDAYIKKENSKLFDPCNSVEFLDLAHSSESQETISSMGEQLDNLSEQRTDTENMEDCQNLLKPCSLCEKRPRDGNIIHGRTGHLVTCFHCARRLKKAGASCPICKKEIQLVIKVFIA
Target sequence (Q00987 whole entry, looked up): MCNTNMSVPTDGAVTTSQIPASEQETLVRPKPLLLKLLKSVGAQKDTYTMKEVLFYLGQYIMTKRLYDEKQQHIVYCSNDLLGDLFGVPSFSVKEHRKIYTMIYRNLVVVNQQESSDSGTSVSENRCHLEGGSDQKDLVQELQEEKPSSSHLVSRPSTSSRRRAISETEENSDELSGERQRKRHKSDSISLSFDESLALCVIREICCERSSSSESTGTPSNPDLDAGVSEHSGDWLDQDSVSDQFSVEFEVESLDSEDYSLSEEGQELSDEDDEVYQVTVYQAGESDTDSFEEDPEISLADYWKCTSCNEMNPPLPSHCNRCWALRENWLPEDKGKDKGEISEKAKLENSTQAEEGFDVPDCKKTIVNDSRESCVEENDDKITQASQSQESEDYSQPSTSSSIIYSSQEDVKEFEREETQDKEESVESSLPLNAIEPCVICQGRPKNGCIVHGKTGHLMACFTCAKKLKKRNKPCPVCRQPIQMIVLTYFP
Gli-Sufu antag: Gli-Sufu pathway antagonists, primary screen, luciferase luminescence, Sufu-KO-LIGHT cells, uHTS | 0.74% of 340,000 active | Sufu-KO-LIGHT fibroblasts, Gli luciferase reporter luminescence | inhibition, % at 5 µM;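 active = inhibition above about 55%, limit read from the data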;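 note: 0% = DMSO-treated cells and 100% = wells with medium but no cells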
697 NFkB inh: inhibitors of PMA/ionomycin-induced NF-kB reporter, 697 cells, primary screen, B-cell NF-kB inhibitor project, cell-based, luminescence, uHTS; 697 B-cell NF-kB luciferase reporter, 16 h; 0.33% of 330,000 active; inhibition, % at 4 µM; in the data active = inhibition above about 35%
Jurkat NFkB inh: inhibitors of induced NF-kB luciferase reporter, primary screen, TCR NF-kB activation inhibitor project, cell-based, luminescence, uHTS | Jurkat, PMA/ionomycin-induced NF-kB luciferase reporter | inhibition, % at 4 µM | 0.53% of 330,000 active; in the data active = inhibition above about 50%
CHOP UPR activ: activators of apoptotic CHOP UPR arm, primary screen, cell-based, CHO-CHOP luciferase reporter, luminescence, uHTS; UPR activation; percent of tunicamycin response over DMSO baseline; activation, % at 10 µM; 0.34% of 330,000 active; AID 449763, 2010;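 active = at 10 µM dose, activation of 40% or more, normalized to positive control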;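 note: 100% = tunicamycin at 10 µg/mL and 0% = DMSO alone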
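measured by = luciferase luminescence | assay system = CHO-CHOP cells, stable luciferase reporter of PERK-eIF2a-CHOP signalling | amount = 500 reporter cells seeded per well | timing = 6 h compound exposure at 37 °C after overnight seeding | controls = positive tunicamycin 10 µg/mL, negative DMSO alone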
EBI2 block: EBI2 receptor antagonists, beta-arrestin recruitment, primary screen, cell-based, luminescence, 7a,25-OHC stimulation, uHTS; G-protein coupled receptor 183 (Homo sapiens), P32249; inhibition, % at 5 µM; 7a,25-OHC stimulated; 0.81% of 360,000 active; in the data active = inhibition above about 38%;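 note: enzyme fragment complementation signal reports receptor beta-arrestin coupling in cells; 0% = agonist plus DMSO wells and 100% = wells without agonist; some results beyond the cut were filed as inactive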
CCR6 antag: CCR6 receptor antagonists, primary screen, cell-based, CHO-K1, luminescence, beta-arrestin, uHTS; inhibition, % at 20 µM; AID 493098, 2011; CHO-K1 CCR6 PathHunter beta-arrestin, CCL20-stimulated; 0.49% of 340,000 active;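 active = compounds whose inhibition of the agonist-driven luminescence signal at 20 µM reaches about 50%, limit read from the data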;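 note: cells stimulated with CCL20 at 14 nM final; plate controls were DMSO with CCL20 for no effect and DMSO without agonist for full effect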
CXCR6 inh: CXCR6 receptor inhibitors, primary screen, cell-based, beta-arrestin, luminescence, CHO-K1 PathHunter, 1536-well | C-X-C chemokine receptor type 6 (Homo sapiens), O00574 | 0.36% of 360,000 active | AID 602244, 2012 | inhibition, % at 20 µM; in the data active = inhibition above about 34%, passing the limit was not always enough;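 note: antagonist mode with CXCL16 agonist at 10 nM final; 0% = 10 nM CXCL16 with DMSO and 100% = unstimulated wells without agonist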
Active calls of the source: *; / = not tested or not shown. Rows are unselected (roughly 5% active in at least one column).

nr	molecule	UPR XBP1 act	Mdm2 MdmX PPI	Gli-Sufu antag	697 NFkB inh	Jurkat NFkB inh
1	Cc1cc(Sc2nc(NC(C)C)nc(NC(C)C)n2)nc(Cl)n1	7	23	0	-1	-3
2	CCn1c(O)c(N=Nc2ccc3ccccc3n2)c2ccccc21	9	-125	-87	-102	-112
3	CCOC(=O)C1(Cc2cccc(F)c2)CCN(CCCn2cccn2)CC1	0	10	6	14	-9
4	CCC(CC)C(=O)Nc1c2c(nn1-c1ccc(C)cc1)CS(=O)(=O)C2	3	16	9	9	-1
5	Cc1ccc(CN2CC34C=CC(O3)C(C(=O)NCc3ccc5c(c3)OCO5)C4C2=O)cc1 (stereo unspecified)	1	4	0	0	6
6	CC1(C)C(=O)OC(c2ccco2)C(C)(C)C1=O (stereo unspecified)	2	4	-9	7	15
7	O=C(CCC1(C(=O)O)CCC(=O)NC1)NCc1ccccc1 (stereo unspecified)	4	2	4	4	-4
8	CCc1cccc(C)c1NC(=O)CN1C(=O)NC(CCc2ccccc2)C1=O (stereo unspecified)	-1	16	2	0	-1
9	O=C(/C=C/c1cccc([N+](=O)[O-])c1)N(c1ccccn1)c1ccccn1	-4	11	6	12	6
10	O=c1cc(-c2ccccc2)[nH]n1-c1nc2ccccc2s1	-5	43	-11	3	-4
11	Cc1ccc(NC(=O)c2nc(S(=O)(=O)Cc3ccccc3)ncc2Cl)cc1	-11	82*	4	-122	18
12	CSCCC(NS(=O)(=O)c1ccc2[nH]c(=O)c(=O)[nH]c2c1)C(=O)O (stereo unspecified)	-2	1	-1	17	-10
13	CCN(CC)S(=O)(=O)c1ccc(N2CCCC2)c(NC(=O)C2CCCCC2)c1	-2	-28	2	5	5
14	COc1ccc(C(=O)NC(C)c2nnc(SCC(=O)NC3CCCC3)n2C)cc1 (stereo unspecified)	3	-2	-6	-1	-14
15	COc1ccc(NC(=O)CSc2nnc(NC(=O)C3CC3)s2)cc1OC	-3	-2	5	10	-13

nr	CHOP UPR activ	EBI2 block	CCR6 antag	CXCR6 inh
1	-1.1	3	19	2
2	5.6	29	13	4
3	-1.4	-9	15	7
4	1.0	-1	9	12
5	1.5	6	-6	7
6	-2.3	-12	1	3
7	-3.2	0	-2	-2
8	1.2	-9	13	5
9	0.3	0	11	0
10	0.4	1	29	6
11	0.9	34	80*	59*
12	0.3	4	10	0
13	-0.1	0	12	14
14	2.0	-8	-3	5
15	-0.6	-8	4	0

Following part
nr	molecule	UPR XBP1 act	Mdm2 MdmX PPI	Gli-Sufu antag	697 NFkB inh	Jurkat NFkB inh
16	CN1/C(=C\C(=O)COC(=O)c2ccc([N+](=O)[O-])o2)C(C)(C)c2ccccc21	-1	2	-1	13	4
17	O=C(/C=N/O)NCCCN1CCCCCC1	-3	-4	-2	-5	0
18	c1ccc(C(Cc2nc(-c3ccccn3)no2)c2ccccc2)cc1	-2	-7	5	-36	-22
19	O=C(COC(=O)CCOc1ccccc1)NCc1ccco1	-3	0	-6	9	-1
20	O=C(c1ccccc1-c1nc(-c2ccc(F)cc2)no1)N1CCCC1	-3	1	8	-15	1
21	O=C(CN1C(=O)NC2NC(=O)NC21)N/N=C/c1ccc(F)cc1 (stereo unspecified)	-2	-14	2	1	0
22	O=C(NCc1ccc(F)cc1)C(c1ccccc1)N(C(=O)c1csnn1)C1CCCC1 (stereo unspecified)	1	5	-24	-9	1
23	COC(=O)C(N)Cc1ccc(OC)c([N+](=O)[O-])c1 (stereo unspecified)	-5	18	10	8	2
24	CCOc1ccc(C(=O)Nc2cc3c(cc2N2CCCC2)n(CC)c(=O)n3CC)cc1OCC	-1	12	4	-18	0
25	CCOC(=O)c1c(CN2CCN(C)CC2)n(C)c2cc(Br)c(OC)cc12	2	40	8	-5	0
26	COCCCNC(=S)NNC(=O)C1CC1c1ccc(C(C)(C)C)cc1 (stereo unspecified)	/	/	4	/	/
27	COc1cc(C(=O)NCC(=O)NCCN2C(=O)S/C(=C\c3ccccc3Cl)C2=O)cc(OC)c1OC	2	-18	-3	-19	0
28	COc1cc(OC)cc(C(=O)NCC(=O)OC2CCOC2=O)c1 (stereo unspecified)	1	2	0	-4	3
29	CC(CN1CCOCC1)OC(=O)C(C)(c1ccccc1)c1ccccc1 (stereo unspecified)	-1	-3	0	4	0
30	O=C(COn1nnc2ccc(S(=O)(=O)N3CCOCC3)cc21)NCCc1ccccc1	2	27	4	7	-2

nr	CHOP UPR activ	EBI2 block	CCR6 antag	CXCR6 inh
16	1.0	-10	-12	-4
17	1.2	3	5	-8
18	2.9	-9	2	10
19	-1.7	0	4	-4
20	2.1	10	3	3
21	1.1	-7	-5	-1
22	2.0	11	17	0
23	0.3	3	11	-5
24	-1.1	-13	-6	-2
25	4.3	5	-1	2
26	/	0	6	-6
27	2.0	7	-1	7
28	0.0	0	2	4
29	-2.4	15	14	2
30	-0.1	-6	5	-10

(further entries)
nr	molecule	UPR XBP1 act	Mdm2 MdmX PPI	Gli-Sufu antag	697 NFkB inh	Jurkat NFkB inh
31	O=C(NCCCn1ccnc1)c1noc2c1CCc1ccccc1-2	2	-2	4	-9	-13
32	NC(=S)N/N=C1\CC(n2nnnc2-c2ccccc2)C2COC1O2 (stereo unspecified)	-2	4	4	1	1
33	Cc1cccc(N=C2CCCC2C(=O)Nc2cccc(C)c2C)c1C (stereo unspecified)	/	/	9	/	/
34	Cc1ccsc1CNC12CC3CC(CC(C3)C1)C2	1	21	38	-7	-17
35	O=C(COC(=O)c1ccc(S(=O)(=O)NCc2ccco2)cc1)Nc1ccccc1	1	7	-5	-9	5
36	Cc1cccc(Nc2nc3c(S(=O)(=O)c4ccccc4)nnn3c3ccccc23)c1	5	34	-4	0	-5
37	CCOC(=O)CSc1nnc(CSc2nc(N)c3c(C)c(C)sc3n2)n1-c1ccccc1	-2	12	2	20	10
38	C#Cc1ccc([C@@H]2C=C(C(=O)OCC=C)O[C@H](OCC)[C@H]2CCCO)cc1	-5	12	-3	10	6
39	CCOC(=O)N(C)OC(=O)Nc1ccc(Cl)c(Cl)c1	0	11	-4	14	-6
40	CCN(c1ccc(NC(=O)COC(=O)c2cccs2)cc1)C(C)C	1	7	-7	21	7
41	COc1ccc(OCCSc2nc(N)cc(=O)[nH]2)cc1	-3	14	-14	-10	1
42	COCc1cc(/C=N\NC(=O)c2ccc(Cl)cc2)ccc1OC	-1	35	-3	0	5
43	CC(=O)c1cccc(NC(=S)NCc2ccco2)c1	-3	-20	1	16	1
44	C=CC[C@H](CC(=O)OC(C)(C)C)C(=O)OC[C@@H]1CCCN1C(=O)[C@@H](CC=C)CC(=O)N[C@H](CO)Cc1ccccc1	-4	-17	2	-2	0
45	O=C(Cn1nc(-c2ccccc2)ccc1=O)N1CCCCC1	-1	-4	0	0	3

nr	CHOP UPR activ	EBI2 block	CCR6 antag	CXCR6 inh
31	-0.2	-14	0	-4
32	2.7	-15	2	-8
33	/	4	2	5
34	1.2	-12	-12	7
35	-0.3	7	5	0
36	9.9	-13	12	0
37	-1.4	7	36	26
38	-0.2	10	4	3
39	-0.2	4	-13	1
40	1.0	18	21	4
41	-0.7	3	6	-6
42	-0.3	-4	-7	-7
43	1.2	4	1	7
44	-1.0	1	4	2
45	1.3	-3	6	2

The list goes on:
nr	molecule	UPR XBP1 act	Mdm2 MdmX PPI	Gli-Sufu antag	697 NFkB inh	Jurkat NFkB inh
46	COc1cccc(OCC(O)CN2CCN(CCN3C(=O)c4cccc5cccc(c45)C3=O)CC2)c1 (stereo unspecified)	-4	-11	12	-30	-29
47	CCOc1ccccc1OCCOCCOc1c(Cl)cccc1Cl	1	-28	7	5	-3
48	O=C(O)c1cccnc1	-8	19	9	13	-4
49	COc1ccccc1/C=C/C(=O)OCC(=O)NC1CCS(=O)(=O)C1 (stereo unspecified)	1	-1	3	-7	-5
50	CC1CN=C(N(C(=O)Nc2ccccc2)C(C)c2ccccc2)S1 (stereo unspecified)	-1	17	-1	6	3
51	COc1ccc(CNC(=O)CN(Cc2ccco2)C(=O)CNS(=O)(=O)c2ccc(C)cc2)cc1	0	-8	4	10	3
52	CC(=O)Nc1ccc(/C(C)=N/NC(=O)CN(c2ccccc2Br)S(C)(=O)=O)cc1	2	-5	-5	-19	-7
53	CSC(=CC(=O)c1ccccc1)SC	0	-21	-1	-4	-19
54	CC(=O)Nc1ccc(NC(=O)CSc2nc(=O)n(Cc3ccncc3)c3c2CCC3)cc1	-3	18	-5	12	5
55	COc1cccc(NS(=O)(=O)c2ccc3c(c2)CC(=O)N3)c1	0	-13	-2	-16	17
56	Cc1ccc(/C=N/n2c(C3CCCCC3)n[nH]c2=S)o1	-1	23	8	-14	10

nr	CHOP UPR activ	EBI2 block	CCR6 antag	CXCR6 inh
46	-0.4	12	18	-5
47	-1.2	16	13	-7
48	1.3	-9	-8	-1
49	-0.9	-7	1	5
50	0.0	-13	4	-8
51	2.0	5	10	2
52	-0.9	-9	8	-2
53	1.8	-11	13	-1
54	-0.1	-12	12	2
55	0.5	-4	-17	-2
56	0.6	-6	8	1
